D2 ag – agonists of human D2 dopamine receptor; HEK293 T-REx D2 cells, calcium flux agonist mode; 340,000 tested, 0.53% active; activation, % at 2 µM;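 active means activation over 3 SD above normal in the single-dose calcium agonist read, cut at about 30% in these data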; further: 0% is about no effect
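Tetracycline-induced HEK293 T-REx cells with force-coupled D2 receptor, plated overnight at 30 C, loaded with no-wash calcium dye. After a 10 s baseline, compound was pin-added and calcium flux read kinetically for 180 s; calcium rises flagged agonists.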
rTrxR1 inhibitor – inhibitors of rat thioredoxin reductase 1; O89049; recombinant rTrxR1, NADPH fluorescence consumption, selenite substrate; Potency, µM (highest dose often 114 µM), inactives show top-dose activity change, negative = inhibition, most hits filed as inhibitors; 390,000 tested, 1% active; further: potency means the concentration at half of the fitted maximal effect; on the % scale 0 is the no-effect control and ±100 the full control effect; nearly all actives have a fitted effect of over 65% in size
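Rat TrxR1 (90 nM in the dispensed reagent) was pre-reduced with 400 uM NADPH for 5 min at room temperature, then incubated with compound for 15 min. After 400 uM selenite was added, NADPH fluorescence (Ex 340/Em 450 nm) was followed for 8 min.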
USP1-UAF1 inh – blocks the human USP1/UAF1 deubiquitinase complex | recombinant USP1/UAF1, Ub-Rhodamine cleavage fluorescence | Potency, µM (top dose mostly 57.1 µM), for the others: top-dose activity change, negative = inhibition, actives largely listed as inhibitors | 390,000 tested, 0.23% active | AID 743255; further: potency means the concentration at half of the fitted maximal effect; on the % scale 0 is the no-effect control and ±100 the full control effect; nearly all actives have a fitted effect of over 60% in size; inactives centre near -12
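Step one: compound is pinned into 1nM USP1/UAF1 in HEPES pH 7.8 buffer with TCEP. Step two: 15 min room-temperature incubation. Step three: Ub-Rho (150nM final) starts cleavage, tracked by fluorescence over six one-minute reads.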
TrxR1 substrate – is turned over as a substrate by rat TrxR1; O89049; purified TrxR1 substrate turnover, NADPH consumption readout; Potency, µM (series often up to 114 µM), inactives show top-dose activity change, negative = substrate turnover; 390,000 tested, 0.01% active; AID 588456; further: potency means the concentration at half of the fitted maximal effect; on the % scale 0 is the no-effect control and ±100 the full control effect; nearly all actives have a fitted effect of over 50% in size
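Rat TrxR1, dispensed at 90 nM, was prereduced with 400 uM NADPH (final) for 5 min at ~22 deg C, then incubated with compound 15 min before 400 uM selenite. A first-read NADPH fluorescence drop versus no-compound background flagged substrates.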
D2 antag – antagonists of human D2 dopamine receptor | P14416 | HEK293 TREx D2 cells, calcium flux, dopamine EC80 | inhibition, % at 10 µM | 340,000 tested, 2% active; in the data active means inhibition above about 30%; further: 0% is about no effect
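In this primary screen, negative modulation is detected by tracking calcium flux after an EC80 dopamine challenge in inducible HEK293 T-REx D2 cells preexposed to test compound for 180 s.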
TRHR PAM – allosteric enhancers of human TRH receptor; 360,000 tested, 0.66% active; P34981; enhancement, % at 2 µM; TRHR cells, fluo-8 calcium fluorescence, EC20 TRH enhancement; in the data active means enhancement above about 30%; further: 0% is about no effect
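Enhancer read-out: after compound pinning and an initial kinetic agonist-mode read, an EC20 of TRH (10 nM final) was injected and fluo-8 calcium signal (Ex 480/Em 530) followed at 1 s/cycle for 100 cycles in TRHR-expressing cells.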
IDH1 R132H inh – blocks human mutant IDH1 R132H enzyme; Potency, µM (highest dose often 76.6 µM), for the others: at the top dose activity change, negative = inhibition, most hits filed as inhibitors; IDH1-R132H enzyme, NADPH consumption, diaphorase/resazurin fluorescence; O75874; AID 602179; 390,000 tested, 0.093% active; further: potency means the concentration at half of the fitted maximal effect; on the % scale 0 is the no-effect control and ±100 the full control effect; nearly all actives have a fitted effect of over 65% in size
Target sequence (O75874 whole entry R132H, stated change not applied): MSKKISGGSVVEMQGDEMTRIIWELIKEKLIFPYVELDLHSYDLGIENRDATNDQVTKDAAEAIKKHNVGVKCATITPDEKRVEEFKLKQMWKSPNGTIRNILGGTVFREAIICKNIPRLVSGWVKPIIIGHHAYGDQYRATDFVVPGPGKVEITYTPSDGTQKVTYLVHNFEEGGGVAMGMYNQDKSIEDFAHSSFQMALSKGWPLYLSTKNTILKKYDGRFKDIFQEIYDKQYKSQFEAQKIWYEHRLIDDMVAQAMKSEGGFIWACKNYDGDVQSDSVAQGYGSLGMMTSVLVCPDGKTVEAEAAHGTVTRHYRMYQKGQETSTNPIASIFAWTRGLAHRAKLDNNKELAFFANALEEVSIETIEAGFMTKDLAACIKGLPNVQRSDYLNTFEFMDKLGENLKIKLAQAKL
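IDH1-R132H (0.5 ug/mL dispensed) in pH 7.5 Tris buffer was preincubated 30 min with compound, then given a substrate mix of 0.016 mM NADPH and 2 mM alpha-KG for 80 min at room temperature; remaining NADPH was read by diaphorase/resazurin fluorescence.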
TRHR agonist – activates the human TRH receptor. P34981. TRHR cells, calcium flux fluo-8, FDSS agonist mode. activation, % at 2 µM. 360,000 tested, 0.18% active; in the data active means activation above about 30%; further: 0% is about no effect
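Agonist-mode FDSS calcium read (Ex 480/Em 530, 1 s cycles) in 1536-well TRHR cells with fluo-8 dye, after 10-cycle baseline and 23 nL compound addition; TRH at EC20 (10 nM final) added afterwards for the enhancer phase.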
PI4K2A inh – inhibitors of human PI4K2A. activity change, negative = inhibition, % at 76.9 µM. purified PI4K2A, ADP-Glo luminescence, 1 h; active compounds read low. Q9BTU6. 420,000 tested, 0.13% active; in the data active means activity change below about -50%; inconclusive means mostly about -30% to -49%;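 further: -100% = wells without enzyme as full effect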
Target sequence (Q9BTU6 whole entry, looked up): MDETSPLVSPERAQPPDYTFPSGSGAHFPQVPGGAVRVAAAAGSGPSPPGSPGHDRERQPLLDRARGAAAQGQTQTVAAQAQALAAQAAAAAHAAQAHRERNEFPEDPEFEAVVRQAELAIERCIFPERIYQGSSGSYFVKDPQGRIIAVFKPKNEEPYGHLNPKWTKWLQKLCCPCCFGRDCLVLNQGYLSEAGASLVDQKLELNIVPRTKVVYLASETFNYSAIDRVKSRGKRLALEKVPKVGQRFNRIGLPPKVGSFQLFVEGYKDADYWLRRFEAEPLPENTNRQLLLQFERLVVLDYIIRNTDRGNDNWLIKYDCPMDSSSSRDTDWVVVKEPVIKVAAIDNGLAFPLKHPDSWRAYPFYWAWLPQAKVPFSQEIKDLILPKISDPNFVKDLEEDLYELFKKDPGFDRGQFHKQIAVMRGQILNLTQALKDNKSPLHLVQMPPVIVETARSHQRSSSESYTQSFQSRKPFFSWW
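PI4K2A activity was measured by ADP-Glo luminescence: enzyme (4 ug/mL stock) and phosphatidylinositol (1.2 mM stock) in Tris pH 7.5/MgCl2/EGTA/Triton X-100 buffer were reacted with ATP (300 microM stock) for one hour at ambient temperature.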
* hit, by the source's call; ? = inconclusive; . = no result given; & = joins results of further samples; [ ] = remark or other dose. Unless noted, the call rests on the fitted dose curve; in most records, active means well fitted inhibition curve with a large enough effect; inconclusive means small, poorly fitted or top-dose-only effect; inactive means no such curve, though single readings can be large or run the other way.

SMILES	D2 ag	rTrxR1 inhibitor	USP1-UAF1 inh	TrxR1 substrate	D2 antag	TRHR PAM	IDH1 R132H inh	TRHR agonist	PI4K2A inh
O=C(COC(=O)COc1cccc(C(F)(F)F)c1)Nc1ccc(N2CCOCC2)cc1	.	12%	-21%	1%	.	-4	0%	0.1	1
O=C(NCc1ccccc1)C(c1ccncc1)N(C(=O)c1csnn1)c1ccccc1F (stereo not given)	-1.5	6%[57.1 µM]	-11%	-1%[57.1 µM]	8	-2	5%	-0.8	0
O=C(CN(Cc1ccc(F)cc1)C(=O)c1csnn1)NCc1ccccc1	0.6	14%	-13%	3%	3	11	-9%	-0.5	-5
Cc1cc(C)c2[nH]c(=O)c(CN(C(=O)C3CCCO3)C3CCCC3)cc2c1 (stereo not given)	0.5	.	.	.	1	1	.	-0.1	.
COc1ccc(CCNC(=O)CSc2nnc3c(n2)[nH]c2ccc(F)cc23)cc1OC	0.5	10%	?	0%	2	5	-10%	-0.4	-5
CC(OC(=O)CNC(=O)c1ccc(Cl)c([N+](=O)[O-])c1)C(=O)NC1CCCCC1C (stereo not given)	0.1	-8%	-17%	-3%	-10	-2	4%	0.0	18
CCN1CCN(CCCNC(=O)c2ccc3c(c2)NC(=O)/C(=C\c2cccc(C)c2)S3)CC1	1.1	7%	-21%	5%	6	1	7%	0.0	-3
NC1=NC[C@@H](Cc2ccc(O)cc2)N1CC1CCCCC1	-0.3	36%	-15%	9%	-7	12	15%	0.1	-9
COc1ccc(-c2csc(N3C(=O)CNC3=S)n2)cc1	-1.6	-2%	-21%	-3%	3	-7	1%	-2.2	7
CN1CCN(c2ccccc2NC(=O)c2ccc(-c3ccc(Br)cc3)o2)CC1	0.8	-3%	-21%	1%	-9	-2	-2%	0.3	1
CCOc1ccc(Cl)cc1S(=O)(=O)N1CCN(c2ccc(F)cc2)CC1	-0.2	14%[57.1 µM]	-4%	-4%[57.1 µM]	6	12	2%	0.5	2
c1ccc(CCCNc2ncccn2)cc1	-1.2	10%	-11%	4%	10	8	3%	-0.2	2
O=[N+]([O-])c1cccc(/C=N/Nc2nnc(-c3ccccc3)c(-c3ccccc3)n2)c1	1.0	7%	-12%	-1%	2	-3	10%	0.2	5
CCN(CC)S(=O)(=O)c1ccc(S(=O)(=O)Nc2ccc3c(c2)oc2ccccc23)cc1	0.4	-9%	-21%	-14%	-4	-6	2%	0.1	2
Fc1ccc(-c2nc(Nc3cccc(Cl)c3)nc3c2COc2ccccc2-3)cc1	-1.8	38%[activator]	-10%	23%	.	-1	-14%	-0.6	0
Cc1ccccc1CN1[C@@H](CC2CCCCC2)COCCS1(=O)=O	0.3	0%&18%	5%	-13%&-3%	-20	-4	0%	-0.1	-1
CCC(=O)Oc1oc(-c2ccccc2)nc1C=Nc1ccccc1OC	-0.2	?	-7%	-12%	0	-2	-1%	0.0	23
COCCN(C(=O)Cc1cccs1)c1nnc(-c2cccnc2)s1	-0.9	-9%	-2%	0%	-7	6	-2%	-0.1	-19
Cc1ccc(Cl)cc1N1CCN(C(=O)CCNS(=O)(=O)c2ccc3c(c2)CCN3C(=O)C2CC2)CC1	-1.4	20%[57.1 µM]	-14%	-2%[57.1 µM]	.	-1	-7%	-0.1	-2
COc1ccc(-n2c(O)c(/C=N/NS(=O)(=O)c3ccc(C)cc3)c3ccccc3c2=O)cc1OC	20	-1%[57.1 µM]	?	7%[57.1 µM]	15	2	4%	23	3
CN1CCN(C(=O)c2ccc3c(c2)N(Cc2ccccc2)CCS3)CC1	-0.3	16%[57.1 µM]	-20%	20%[57.1 µM]	-24	5	11%	-0.1	-1
COC(=O)c1c(SCC(=O)Nc2cccc(C(F)(F)F)c2)[nH]c2ccccc2c1=O	-0.6	2%[57.1 µM]	-10%	-3%[57.1 µM]	.	-3	-8%	0.4	-2
CC(NC(=O)c1ccco1)C(=O)N(C)Cc1ccc(C(F)(F)F)cc1 (stereo not given)	-3.2	18%[57.1 µM]	-8%	17%[57.1 µM]	-2	1	10%	0.2	-5
Cc1cc(-c2ccn[nH]2)c(C)s1	0.9	20%	-2%	-1%	10	-1	0%	-0.7	-4

Entries shown so far with an aryl methoxy group:
SMILES	D2 ag	rTrxR1 inhibitor	USP1-UAF1 inh	TrxR1 substrate	D2 antag	TRHR PAM	IDH1 R132H inh	TRHR agonist	PI4K2A inh
COc1ccc(CCNC(=O)CSc2nnc3c(n2)[nH]c2ccc(F)cc23)cc1OC	0.5	10%	?	0%	2	5	-10%	-0.4	-5
COc1ccc(-c2csc(N3C(=O)CNC3=S)n2)cc1	-1.6	-2%	-21%	-3%	3	-7	1%	-2.2	7
CCC(=O)Oc1oc(-c2ccccc2)nc1C=Nc1ccccc1OC	-0.2	?	-7%	-12%	0	-2	-1%	0.0	23
COc1ccc(-n2c(O)c(/C=N/NS(=O)(=O)c3ccc(C)cc3)c3ccccc3c2=O)cc1OC	20	-1%[57.1 µM]	?	7%[57.1 µM]	15	2	4%	23	3

(next part)
SMILES	D2 ag	rTrxR1 inhibitor	USP1-UAF1 inh	TrxR1 substrate	D2 antag	TRHR PAM	IDH1 R132H inh	TRHR agonist	PI4K2A inh
CCc1nn(CC(=O)NCCc2ccc(Cl)cc2)c(=O)c2cc3c(OC)cccc3n12	-0.5	2%	-4%	5%	.	4	4%	-0.2	-3
Cc1ccccc1CN1CCNC1=O	-2.0	7%	-3%	-8%	-10	3	6%	-0.2	3
CCc1ccccc1OCCCOc1ccc(OC)cc1	0.3	-5%	-4%	-11%	5	8	5%	-0.8	-1
COc1ccc(C(CNC(=O)Nc2ccc(Cl)cc2)N2CCN(C)CC2)cc1 (stereo not given)	.	-2%	-9%	-10%	.	0	1%	1.0	4
COc1ccc(CCN(C)Cc2ccc(OC)c(OCc3ccccc3)c2)cc1OC	0.8	19%	-9%	5%	8	-2	3%	0.4	9
CCN1CCN(CCCOc2ccc(-c3ccccc3)cc2)CC1	2.0	28%	0%	10%	-9	-3	8%	3.7	2
Cc1c(Cl)cccc1NC(=O)c1cc(-c2ccco2)on1	-1.2	3%	-12%	2%	3	-10	-1%	-0.3	0
CCOc1ccccc1C(=O)Nc1ccc(S(=O)(=O)Nc2nc(C)cc(C)n2)cc1	-0.2	1%	-16%	-4%	.	-4	-3%	0.2	-2
COc1cccc(NC(=O)CSc2nc(N)cc(N)n2)c1	-0.7	34%[activator]	8%	16%	1	5	10%	1.5	-5
COc1ccc(-n2nc3c(N4CCC(C(=O)NCCc5ccco5)CC4)nnc(C)c3c2C)cc1	1.0	-10%	-20%	1%	-11	7	-14%	-0.5	-8
Cc1cc(C)c(S(=O)(=O)c2cccc(C)c2C)c(=O)[nH]1	-1.7	16%[57.1 µM]	-21%	-19%[57.1 µM]	-24	-3	3%	-0.3	9
CCOC(=O)C1CCCN(S(=O)(=O)c2cccc3nsnc23)C1 (stereo not given)	0.0	2%	-29%	-4%	3	-1	-7%	-0.4	11
COc1ccc(C(=O)Nc2cc(Cl)ccc2N2CCOCC2)cc1S(=O)(=O)N1CCOCC1	0.3	2%	-5%	-1%	-4	-5	4%	-0.3	0
CCOC(=O)C1CCN(C(c2ccc(OC)c(OC)c2)c2sc3nc(C)nn3c2O)CC1 (stereo not given)	12	13%[57.1 µM]	-9%	-3%[57.1 µM]	2	3	10%	0.3	39
CCC(C)c1ccc(NC(=O)Nc2cccnc2)cc1 (stereo not given)	1.2	21%	-25%	-5%	5	5	6%	-0.1	-4
CC(=O)N1C(c2ccccc2)CC(=O)OC1c1ccc2c(c1)OCO2 (stereo not given)	-0.2	5%[57.1 µM]	-11%	-8%[57.1 µM]	-9	0	6%	0.3	0
CCc1ccc(C2CC(=O)c3c([nH]c(C(=O)OCC4CCCCC4)c3C)C2)cc1 (stereo not given)	1.0	14%	7%	1%	.	19	-22%	0.9	3
COc1ccccc1NC(=O)Nc1nc2ccc(S(N)(=O)=O)cc2s1	.	16%[57.1 µM]	-24%	7%[57.1 µM]	.	12	-1%	-0.4	4
O=C(NCC(=O)N1CCCCC1)c1sc2ccccc2c1Cl	-0.1	17%	-18%	-2%	-25	6	4%	0.1	2
CCOc1ccc(CCNC(=O)C(C)N2C(=O)CC(C)(C)Sc3ccccc32)cc1 (stereo not given)	0.2	-18%	-12%	-11%	-11	16	10%	-0.1	8
COc1cc(NC(=O)c2ccc(C)cc2C)ccc1NC(=O)c1cccs1	0.9	22%[57.1 µM]	2%	6%[57.1 µM]	0	-5	1%	0.0	-1
CCc1cc(=O)n2[nH]c(C)c(-c3ccccc3OC)c2n1	-0.6	15%[57.1 µM]	8%	6%[57.1 µM]	17	2	-5%	-0.3	-2
COc1cccc(CNC(=O)CSc2cc(=O)n(C)c3ccccc23)c1	-1.1	13%	?	6%	16	3	1%	-1.0	3
CC(=O)c1cccc(NC(=S)NC2CCCCC2)c1	-1.7	-6%	-17%	-2%	14	-3	4%	0.4	-2
COc1cccc(-c2ncc3ccccc3c2COC(=O)c2ccc(F)cc2)c1	-1.4	1%	?	-6%	2	-1	0%	0.1	0
O=C(NNC(=O)C1CC=CCC1)c1ccccc1Br (stereo not given)	0.0	14%[57.1 µM]	-17%	-8%	1	-1	-4%	-0.8	1
CC1(C)CC(=O)C(C2C3=C(CC(C)(C)CC3=O)Oc3c(Br)cc(Br)cc32)=C(O)C1 (stereo not given)	0.3	9%	-23%	-4%	7	-11	-5%	1.9	-2
COc1ccc(Cl)cc1NC(=O)Nc1cn(C)nc1C	-0.1	5%[57.1 µM]	?	6%[57.1 µM]	-3	2	9%	-0.4	3
CN1CCN(NC(=O)c2cc(-c3ccc(Br)s3)nc3ccccc23)CC1	0.8	-16%	?	20%	-26	5	0%	0.2	1
COc1ccc2c(Sc3ccccc3)c(C(=O)NCCc3ccc(Cl)cc3)[nH]c2c1	-1.6	8%	-11%	1%	.	-6	-8%	-0.2	-1

No enrichment for hits, and some 3.9% of all compounds hit somewhere here.
